# HepG2 tox = kills HepG2 cells in TGF-b inhibitor counter-screen; HepG2 CAGA-GFP viability, ATP luminescence, 18 h; hit rate 0.76% among 410,000; Potency, µM (doses to about 46.1 µM), for inactives: at the top dose activity change, negative = cytotoxicity, hits mostly cytotoxic; note: potency is the fitted concentration of half-maximal effect; some results filed as inactive show a strong effect at the top dose
#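 HepG2 CAGA-GFP cells (1000/well, DMEM with 1% FBS) received compound, then TGF-beta at 500 pg/mL final, and were incubated 18 hours at 37 degrees C. Viability was read by CellTiter-Glo luminescence. Media-only wells were set as complete cell-killing and DMSO as no toxicity.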
# MCF10A rereplic = DNA re-replication induction in MCF 10a cells; AID 624296; hit rate 2.9% among 350,000; MCF 10A DNA re-replication, Hoechst nuclear intensity, 48 h; Potency, µM (top dose mostly 46.1 µM), inactives show at the top dose activity, positive = re-replication, most hits filed as activators; note: potency is the fitted concentration of half-maximal effect; % of control where 0% means no effect; nearly all actives have a fitted effect of over 50% in size
# IL1B secr inh = inflammasome signaling inhibition, IL-1 beta readout | hit rate 4.7% among 360,000 | activity change, % at 57.5 µM | THP-1 LPS/ATP IL-1B secretion, AlphaLISA, 16 h; hits give low values | AID 743279; in the data active = activity change below about -50%; inconclusive = mostly about -30% to -49%; note: % is set by controls: 0 for no effect and ±100 for the full control effect
#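 THP-1 cells pretreated 1 hr with compounds (up to 57.5 uM final), then stimulated with LPS (250 ng/mL final) plus ATP (1.25 mM final); secreted IL-1B measured by AlphaLISA after 16 hr, decreased signal indicating inhibition.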
# Nrf2 inh = Nrf2 pathway inhibition. A549 ARE-Fluc reporter, luciferase luminescence, 18-24 h. Potency, µM (top dose mostly 46 µM), without a hit: at the top dose activity change, negative = inhibition, actives largely listed as inhibitors. hit rate 2.1% among 360,000. AID 504444; note: potency is the fitted concentration of half-maximal effect; % is set by controls: 0 for no effect and ±100 for the full control effect; nearly all actives have a fitted effect of over 60% in size
#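 Nrf2 function is reported as luminescence of an ARE-controlled luciferase in A549 cells. Compounds were tested at several concentrations, and a CellTiter-Fluor read on the same wells flagged cytotoxicity.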
# ATXN2 expr inh = ATXN2 expression inhibition | HEK-293 ATXN2-luciferase reporter, luminescence, 24 h | Potency, µM (top dose mostly 57 µM), inactives show at the top dose activity change, negative = inhibition, hits mostly inhibitors | hit rate 0.72% among 360,000; note: potency is the fitted concentration of half-maximal effect; % is set by controls: 0 for no effect and ±100 for the full control effect; nearly all actives have a fitted effect of over 55% in size
#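 ATXN2-luciferase reporter cells (luciferase flanked by upstream and downstream ATXN2 gene portions) were treated 24 h at 37 °C with compounds at up to 57 uM. SteadyGlo luminescence gave expression; GF-AFC fluorescence gave viability.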
# ATXN viability = viability counter-screen for ATXN expression inhibitors; S2 cells (HEK-293 line with an ATXN2-luciferase reporter) viability, CellTiter-Fluor protease fluorescence, 24 h; Potency, µM (titrated, usually from 56.7 µM), actives largely listed as cytotoxic; hit rate 0.49% among 400,000; AID 651635; note: potency is the fitted concentration of half-maximal effect; nearly all actives have a fitted effect of over 40% in size
# A549 tox = A549 cytotoxicity, counter-screen for Nrf2 inhibitors; Potency, µM (titrated, usually from 46 µM), inactives show at the highest dose activity change, negative = cytotoxicity, most hits filed as inhibitors; A549 ARE-Fluc cells, CellTiter-Fluor viability, 18-24 h; AID 504648; hit rate 0.16% among 390,000; note: potency is the fitted concentration of half-maximal effect; % is set by controls: 0 for no effect and ±100 for the full control effect
#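 A549 ARE_Fluc cells in 5% FBS OPTI-MEM were exposed to compounds in concentration-response for 18-24 h at 37 deg C. Viability was read by CellTiter-Fluor fluorescence (Ex 405/Em 525) after 30 min, before the luciferase read.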
# TGFb inhibitor = inhibitors of TGF-b signaling; hit rate 1.2% among 410,000; AID 588855; Potency, µM (doses to about 46.1 µM), for the others: at the highest dose activity, negative = inhibition, hits mostly inhibitors; HepG2 CAGA-GFP TGF-b/SMAD3 reporter, GFP fluorescence, 18 h; TGF-beta stimulated, 500 pg/mL final; note: potency is the fitted concentration of half-maximal effect; % is set by controls: 0 for no effect and ±100 for the full control effect; nearly all actives have a fitted effect of over 65% in size
#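 HEPG2 CAGA-GFP, 1000 cells/well; 2 h settle, 37 C; cpd via pin tool; TGF-b 500 pg/mL final; 18 h, 37 C; GFP imaging ex488/em500-530; %Activity normalised to -TGF-b and +DMSO controls; CRC fit, curve class.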
# Nrf2 ARE act = activates Nrf2 signaling; AREc32 ARE-luciferase reporter (MCF7-derived line), luminescence, 24 h; Potency, µM (doses to about 46.1 µM), for inactives: at the highest dose activation, usual class: activators; hit rate 0.31% among 410,000; AID 624171; note: potency is the fitted concentration of half-maximal effect; % of control where 0% means no effect; nearly all actives have a fitted effect of over 65% in size
#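 Each well held 1000 AREc32 cells, which were incubated with compound for 24 hr at 37 deg C after overnight attachment, and ARE reporter activity was quantified by firefly luciferase luminescence.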
# Numbers without * were called inactive; i = inactive; ? = inconclusive; . = no result given; & = joins results of further samples; [ ] = remark or other dose. Unless noted, calls come from the whole dose curve; as a rule, active = well fitted curve in the direction sought with a large enough effect; inconclusive = small, poorly fitted or top-dose-only effect, or another doubt; inactive = no such curve, though single readings can be large; an effect the other way counts as inactive or inconclusive.
SMILES,HepG2 tox,MCF10A rereplic,IL1B secr inh,Nrf2 inh,ATXN2 expr inh,ATXN viability,A549 tox,TGFb inhibitor,Nrf2 ARE act
C=CCNc1ncnc2ccccc12,-15%,-4%,24,-27%,0%,i,1%,11%,3.4%
CC(C)c1ccc(C2/C(=C(/O)c3ccc(F)cc3)C(=O)C(=O)N2CCCN2CCOCC2)cc1 (stereo not given),4%,-2%,2,0%,.,i,11%,2%,0.2%
COC(=O)Cn1cc(C(=O)C2CC2)c2ccccc21,-10%,-1%,-89*,-22%,-6%,i,-6%,-6%,-0.6%
CCSc1nc2sc3c(c2c(=O)n1-c1ccc(OC)cc1)CCN(C)C3,11%,?,-17,23µM*,-18%,i,-2%,0%,0.3%
COc1ccccc1-c1nnc(SCC(=O)c2c(N)n(C3CC3)c(=O)[nH]c2=O)n1C,-39%,1%,10,0%,.,i,-1%,10%,-0.4%
O=C(CSc1nc2ccccc2c(=O)n1-c1ccc(F)cc1F)NC1CCS(=O)(=O)C1 (stereo not given),2%,.,-9,.,.,i,.,-6%,0.8%
COC(=O)c1ccc2c(c1)C(=O)N(C1CCCCC1)C2=O,-10%,-4%,-3,.,4%,i,2%,6%,-0.5%
CCC(=O)OC1CC(C)N(C(=O)c2ccccc2)c2ccc(C)cc21 (stereo not given),-24%,-17%,-6,-18%,-10%,i,-1%,0%,-1.1%
CCn1nc(C)c(NC(=O)/C=C/c2ccc(OC)c(COc3ccc(Cl)cc3Br)c2)c1C,-13%,?,5,?,-30%,i,1%,-22%,0.5%
Cc1cc(SCc2ccccc2Cl)nc(=O)[nH]1,0%,-10%,13,6%,.,i,-2%,19%,-0.8%
Cc1ccc(Cl)cc1NC(=O)C(=O)NCCc1sc(-c2ccc(F)cc2)nc1C,2%,.,.,.,4%,i,-1%,17%,0.4%
CCN(CC)CC(=O)NN(Cc1ccccc1)c1ccccc1,-6%,4%,-12,6%,0%,i,-1%,-5%,0.7%
O=C(O)Cn1cnc2ccccc2c1=O,5%,-1%,22,1%,5%,i,-8%,-5%,-0.6%
Cc1ccc(NC(=O)CSCC(=O)NC2CCCCC2)cc1,6%,6%,-4,3%,-8%,?,5%,-5%,-0.1%
Cc1nn(-c2ccccc2)c(OC(=O)c2ccccc2F)c1S(=O)(=O)c1ccccc1,3%,.,.,7%,-9%,i,3%,-25%,-0.9%
COc1cccc(CCNC(=O)c2c(O)nc3c(C)cccn3c2=O)c1,-20%,.,.,?,5%,i,7%,0%,4.1%
O=C(Cn1nnc(-c2ccncc2)n1)NCCc1ccccc1,1%,3%,28,2%,0%,i,3%,26%,-0.1%
S=c1[nH]nc(C2CCCCC2)n1/N=C/c1cccs1,-30%,9%,49,5%,-6%,i,15%,?,0.2%
O=C(O)c1ccc(N2C(=O)C3ON(c4ccccc4)C(c4ccccc4F)C3C2=O)cc1 (stereo not given),3%,-7%,-2,14%,-5%,i,0%,13%,-0.7%
CCCCC(CCC(=O)Nc1ccc(C(=O)OC)cc1)C(=O)O (stereo not given),-1%,1%,4,.,-15%,i,2%,-1%,0.7%
Cc1cccc(N2C(N)=NC(N)=NC23CCCCC3)c1,-46%,12%[9.22 µM],15,-2%,0%,i,1%,9%,-0.3%
O=S1(=O)C[C@@H]2N=C(N/N=C/c3ccccc3)S[C@@H]2C1,-37%,-3%,-13,-14%,-1%,i,0%,13%,0.3%
CCCCNC(=S)NNC(=O)c1nn(C)c(C)c1Cl,-17%,0%,-1,-10%,-12%,i,-8%,-2%,0.4%
COc1cccc(/C=C2\SC(=S)N(CCCC(=O)N3CCOCC3)C2=O)c1,-1%,.,-22,.,.,?,.,-9%,6.8%
COc1ccc(OCC(=O)OCc2cc(=O)n3nc(-c4cccs4)sc3n2)cc1,-21%,.,.,20%,-13%,i,-2%,-16%,4.7%

# Record cards, from the list above. Screens in order: HepG2 tox | MCF10A rereplic | IL1B secr inh | Nrf2 inh | ATXN2 expr inh | ATXN viability | A549 tox | TGFb inhibitor | Nrf2 ARE act
# COC(=O)Cn1cc(C(=O)C2CC2)c2ccccc21 is listed as -10% | -1% | -89* | -22% | -6% | i | -6% | -6% | -0.6%
# O=S1(=O)C[C@@H]2N=C(N/N=C/c3ccccc3)S[C@@H]2C1 is listed as -37% | -3% | -13 | -14% | -1% | i | 0% | 13% | 0.3%

# (cont.)
SMILES,HepG2 tox,MCF10A rereplic,IL1B secr inh,Nrf2 inh,ATXN2 expr inh,ATXN viability,A549 tox,TGFb inhibitor,Nrf2 ARE act
CC1CCCCN1C(=O)Nc1cccc(C(F)(F)F)c1 (stereo not given),1%,-7%,18,?,.,i,0%,-4%,2.5%
Cc1ccc(N2C(=O)CN(Cc3cccs3)C2=S)cc1C,-23%,-1%,0,7%,-20%,i,1%,-5%,-0.3%
O=C(COC(=O)c1ccccc1O)Nc1cc(S(=O)(=O)N2CCCCCC2)ccc1Cl,4%,?,14,-15%,-23%,i,-9%,0%,-1.1%
C=CCNC(=O)c1onc(CSc2ccccc2C)c1C(=O)O,-11%,-7%,-4,11%,104%[activator],i,7%,7%,-1.7%
Cc1ccc(C(=O)Nc2nc(C)c(C(=O)N(C)C)s2)o1,-46%,-1%,-13,?,10%,i,9%,0%,-0.1%
COc1ccccc1NC(=O)Cn1cnc2c(oc3ccccc32)c1=O,-3%,-10%,-10,13%,6%,i,-3%,-2%,3.5%
CN1CCN(C2CCCCC2NS(=O)(=O)c2ccc(Cl)cc2)CC1 (stereo not given),-6%,7%,0,-10%,-14%,i,-9%,-12%,-0.2%
O=C(NCCN1CCN(c2ccccc2)CC1)c1ccccc1F,-12%,15%,-10,-9%,-8%,i,1%,8%,-0.4%
CC(C)CC(=O)NC1(C(F)(F)F)C(=O)N(CC(C)C)C2=C1C(=O)CC(C)(C)C2 (stereo not given),5%,1%,2,13%,1%,i,-2%,0%,5.2%
Cc1ccc2c(c1)nnn2C1CCN(CC(=O)c2ccc(Cl)cc2)CC1,-6%,6%,8,?,-4%,i,-12%,0%,0.0%
CC(=O)Nc1ccc(NC(=O)C2C3C=CC(C3)C2C(=O)O)cc1 (stereo not given),-3%,?,2,11%,3%,i,0%,9%,-0.3%
COc1ccc2[nH]c(C)c(CCN(Cc3cccs3)C(=S)Nc3ccc(F)cc3)c2c1,-41%,19%,-28,-20%,?,?,-16%,?,4.2%
c1ccc(Oc2nc(Oc3ccccc3)nc(N3CCOCC3)n2)cc1,-3%,1%,-11,.,-13%,i,-2%,4%,-0.2%
O=C(c1ccc2c(c1)CCN2S(=O)(=O)c1ccc(Cl)cc1)N1CCN(c2ccc(F)cc2)CC1,-18%,.,.,?,-21%,?,-8%,?,4.6%
COc1ccc(OCc2cc(C(=O)N3CCN(CC(=O)N(C)C)CC3)no2)c(Cl)c1,-34%,8%,0,0%,7%,i,3%,-4%,0.1%
Cc1ccc(-c2n[nH]c3c2C(c2cccc(O)c2)N(c2ccc(C(=O)O)cc2)C3=O)cc1 (stereo not given),15%&2%,1%,45,2%&6%,14%,i,0%&-1%,?,-0.1%&-0.6%
COc1ccc(Cc2nc3ccc(C(=O)N(C)CCCN4CCOCC4)cc3o2)cc1,-11%,0%,45,14%,2%,i,0%,6%,0.0%
Cc1cccc(Cn2cc(S(=O)(=O)c3cccc(C)c3)c(=O)c3cc(F)c(N4CCOCC4)cc32)c1,-21%,.,.,?,.,.,0%,-9%,-0.8%
O=C(Nc1nccs1)C1CCCN1S(=O)(=O)c1cccc2cccnc12 (stereo not given),-19%,10%,14,-14%,-7%,i,3%,-7%,1.6%

# 11 structures from above, arranged by SMILES length, rising.
SMILES,HepG2 tox,MCF10A rereplic,IL1B secr inh,Nrf2 inh,ATXN2 expr inh,ATXN viability,A549 tox,TGFb inhibitor,Nrf2 ARE act
Cc1ccc(N2C(=O)CN(Cc3cccs3)C2=S)cc1C,-23%,-1%,0,7%,-20%,i,1%,-5%,-0.3%
Cc1ccc(C(=O)Nc2nc(C)c(C(=O)N(C)C)s2)o1,-46%,-1%,-13,?,10%,i,9%,0%,-0.1%
COc1ccccc1NC(=O)Cn1cnc2c(oc3ccccc32)c1=O,-3%,-10%,-10,13%,6%,i,-3%,-2%,3.5%
CN1CCN(C2CCCCC2NS(=O)(=O)c2ccc(Cl)cc2)CC1 (stereo not given),-6%,7%,0,-10%,-14%,i,-9%,-12%,-0.2%
CC(=O)Nc1ccc(NC(=O)C2C3C=CC(C3)C2C(=O)O)cc1 (stereo not given),-3%,?,2,11%,3%,i,0%,9%,-0.3%
COc1ccc(Cc2nc3ccc(C(=O)N(C)CCCN4CCOCC4)cc3o2)cc1,-11%,0%,45,14%,2%,i,0%,6%,0.0%
O=C(COC(=O)c1ccccc1O)Nc1cc(S(=O)(=O)N2CCCCCC2)ccc1Cl,4%,?,14,-15%,-23%,i,-9%,0%,-1.1%
COc1ccc(OCc2cc(C(=O)N3CCN(CC(=O)N(C)C)CC3)no2)c(Cl)c1,-34%,8%,0,0%,7%,i,3%,-4%,0.1%
CC(C)CC(=O)NC1(C(F)(F)F)C(=O)N(CC(C)C)C2=C1C(=O)CC(C)(C)C2 (stereo not given),5%,1%,2,13%,1%,i,-2%,0%,5.2%
Cc1ccc(-c2n[nH]c3c2C(c2cccc(O)c2)N(c2ccc(C(=O)O)cc2)C3=O)cc1 (stereo not given),15%&2%,1%,45,2%&6%,14%,i,0%&-1%,?,-0.1%&-0.6%
Cc1cccc(Cn2cc(S(=O)(=O)c3cccc(C)c3)c(=O)c3cc(F)c(N4CCOCC4)cc32)c1,-21%,.,.,?,.,.,0%,-9%,-0.8%
